# Screening data as filed in PubChem BioAssay.
# Mtb UGM inh – blocks M. tuberculosis UGM enzyme; inhibition, % at 10 µM; AID 504406; 320,000 compounds, 0.06% hits; purified UGM, fluorescence polarization probe displacement; P9WIQ1; in the data active means inhibition above about 10%, passing the limit was not always enough
# Target sequence (P9WIQ1 whole entry, looked up): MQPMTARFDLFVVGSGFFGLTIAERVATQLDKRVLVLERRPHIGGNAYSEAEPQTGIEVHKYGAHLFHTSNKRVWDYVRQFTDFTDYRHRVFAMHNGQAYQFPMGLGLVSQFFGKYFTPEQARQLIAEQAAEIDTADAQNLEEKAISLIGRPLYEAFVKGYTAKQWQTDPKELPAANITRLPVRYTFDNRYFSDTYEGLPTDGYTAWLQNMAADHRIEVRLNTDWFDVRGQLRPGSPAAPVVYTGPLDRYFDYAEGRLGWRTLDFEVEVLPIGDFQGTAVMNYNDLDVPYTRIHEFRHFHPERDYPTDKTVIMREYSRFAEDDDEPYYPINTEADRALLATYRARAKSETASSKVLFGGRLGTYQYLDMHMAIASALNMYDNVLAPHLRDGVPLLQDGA
# PfHsp40 rescue – restores yeast growth despite PfHsp40 toxicity; S. cerevisiae expressing PfHsp40, growth rescue, ATP luminescence; growth rescue, % at 12.5 µM; 340,000 compounds, 0.68% hits; in the data active means growth rescue above about 28%, passing the limit was not always enough;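 further: yeast W303a lacking pdr1 and pdr3 grown in galactose medium; growth measured after three days at 30 °C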
# BoNT-A LC inh2 – BoNT A light chain protease inhibition; multiplex microsphere protease substrate cleavage, flow cytometry; inhibition, % at 10 µM; 360,000 compounds, 0.17% hits; AID 588499; further: plate controls were buffer without enzyme for full effect and enzyme alone for no effect
# BoNT F protease – blocks Botulinum neurotoxin F light chain protease; Multiplex microsphere protease cleavage assay, flow cytometry; inhibition, % at 10 µM; 360,000 compounds, 0.22% hits; AID 588497; in the data active means inhibition above about 35%, passing the limit was not always enough; further: plate controls were buffer without enzyme for full effect and enzyme alone for no effect
# BioA inh – BioA (M. tuberculosis) enzyme inhibition | 360,000 compounds, 0.096% hits | AID 602481 | inhibition, % at 9.99 µM | purified M. tuberculosis BioA enzyme, plate reader; in the data active means inhibition above about 40%
# FadD28 FP inh – blocks FadD28 binding to the bisubstrate probe | 360,000 compounds, 0.22% hits | inhibition, % at 12.5 µM | fluorescence polarization | AID 588549; in the data active means inhibition above about 8.5%, passing the limit was not always enough
# GDH-TPI inh – counter-screen for M. tuberculosis FBA inhibitors: GDH-TPI coupled enzymes | AID 588335 | GDH-TPI coupled enzyme counterscreen, NADH absorbance | inhibition, % at 4.8 µM | 360,000 compounds, 1.2% hits; in the data active means inhibition above about 30%;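 further: 0% = DMSO wells and 100% = wells lacking the enzyme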
# FBA Mtb inh – Mtb fructose-bisphosphate aldolase inhibition. purified M. tuberculosis FBA, fluorescence read-out. inhibition, % at 1 µM. 360,000 compounds, 2.3% hits. AID 588726; in the data active means inhibition above about 27%;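 further: 0% = vehicle and 100% = reference inhibitor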
# Target sequence (P9WQA3 whole entry, looked up): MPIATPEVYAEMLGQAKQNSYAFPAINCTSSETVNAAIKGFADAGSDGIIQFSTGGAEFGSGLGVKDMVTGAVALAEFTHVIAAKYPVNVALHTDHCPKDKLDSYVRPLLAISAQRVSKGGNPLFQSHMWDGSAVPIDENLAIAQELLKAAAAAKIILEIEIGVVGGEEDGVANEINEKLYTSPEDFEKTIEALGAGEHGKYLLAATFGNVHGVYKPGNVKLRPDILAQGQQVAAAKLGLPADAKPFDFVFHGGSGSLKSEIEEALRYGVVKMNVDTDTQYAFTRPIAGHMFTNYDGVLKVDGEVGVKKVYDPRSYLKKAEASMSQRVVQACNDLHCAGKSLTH
# Anthrax LF prot – blocks Bacillus anthracis lethal factor protease | AID 588501 | multiplex microsphere protease cleavage assay, LF | 360,000 compounds, 0.12% hits | P15917 | inhibition, % at 10 µM; further: plate controls were buffer without enzyme for full effect and enzyme alone for no effect
# * hit, by the source's call; / = no result given. Unless noted, no stated cut-off is given here; in the data, active means inhibition above about 30%; inconclusive means no clear call, values can overlap the other calls; inactive means below that.
SMILES,Mtb UGM inh,PfHsp40 rescue,BoNT-A LC inh2,BoNT F protease,BioA inh,FadD28 FP inh,GDH-TPI inh,FBA Mtb inh,Anthrax LF prot
COc1cc(OC)cc(-c2c(C#Cc3ccsc3)c3cc(-c4ccc(OC)cc4F)ccc3n2C)c1,-1.3,-1.3,1.5,1,-2.9,-1.9,13,10,2
CN(C)c1ccc(NC(=O)Nc2ccc3c(c2)c(=O)n(C)n3Cc2ccc(Cl)cc2)cc1,/,/,0.3,-20,0.3,-1.5,11,7,-13
Cc1ccc(S(=O)(=O)N2CCN(C(=O)COC(=O)c3ccccc3OC(F)F)CC2)c(C)c1,/,1.6,-0.3,-4,-0.5,-4.4,-6,1,-4
CC(C)(C)n1ncc2c(=O)n(Cc3cc(F)c(Cl)cc3Cl)cnc21,-0.4,-0.7,-0.2,-2,-0.1,-0.9,6,2,-5
CCC1(c2ccc(F)cc2)NC(=O)N(CC(=O)Nc2ccc(C(N)=O)cc2)C1=O (stereo unspecified),2.2,0.2,4.1,24,1.3,-1.1,-2,2,1
Nc1ccc(Oc2ccccc2-c2ccccc2)cc1,0.7,12,/,/,1.6,-1.4,-1,1,/
C=CCN(C(=O)COC(=O)c1cc[n+]([O-])cc1)c1nc(-c2ccccc2)cs1,-0.5,0.8,2.5,8,-1.6,-1.0,-8,2,4
CCCCn1c(SCC(=O)NCc2ccco2)nc2c1c(=O)n(C)c(=O)n2C,0.3,45*,-0.4,-19,-0.5,-1.9,-2,1,-3
Cc1ccc(OCCNC(=O)/C=C/c2ccco2)cc1C,2.6,1.2,-0.3,2,-1.5,-0.1,9,0,-2
COc1ccccc1OCCCCCNCCO,-4.4,0.8,0.3,3,-0.6,2.0,-9,2,-3
Cc1nn(C)cc1S(=O)(=O)Nc1ccc2c(c1)OCCO2,-1.4,-1.7,-1.6,-4,/,-1.2,10,-1,-6
Fc1cc2[nH]cnc2cc1Cl,1.5,-1.2,0.1,-12,/,0.1,7,4,-12
C/C(=N\N1CCCCCC1)c1c(O)n(-c2ccccc2)c(=O)[nH]c1=O,-2.2,1.0,0.2,-1,/,-2.4,4,1,-2
CCN(CC)c1ccc(/C=N/NC(=O)Cc2nnc(NC(=O)Nc3ccccc3)s2)cc1,2.6,-0.2,1.3,-3,/,-5.2,23,12,-3
Cc1ccc(Cl)cc1NCN1C(=O)c2ccccc2C1=O,/,/,-0.1,2,0.2,0.5,5,8,8
COC(=O)c1nc2ccc(N3CCOCC3)cc2c(C)c1C(=O)OC,-1.0,-0.8,-0.5,-8,-2.0,-0.1,24,0,-1
COc1ccc(NC(=O)CSc2ccccc2)c([N+](=O)[O-])c1,0.1,1.3,-0.2,-11,/,-2.6,0,-1,-8
CC(C)c1ccc(C(=O)CC2(O)C(=O)N(CN3CCOCC3)c3ccccc32)cc1 (stereo unspecified),-1.0,0.3,0.2,3,0.8,-4.6,-9,-4,2
CCC(C)(C)NC(=O)C(c1cccc(OC)c1)N(C(=O)CNC(=O)c1cccs1)c1cccnc1 (stereo unspecified),-1.4,0.2,1.9,4,-1.3,2.2,-1,1,-2
O=c1c2nnn(-c3ccc(Br)cc3)c2ncn1Cc1ccccn1,-1.5,-0.3,-0.7,-3,/,-2.4,4,-2,3
CC(C)(C)n1cnc2cc(NC(=O)c3ccco3)ccc21,0.7,2.7,-1.6,-10,6.4,-7.4,-1,0,-10
CCCCN(C(=O)CN1C(=O)C2CCCCC2C1=O)c1c(N)n(CCC)c(=O)[nH]c1=O (stereo unspecified),3.5,-0.5,4.9,7,-2.5,-0.2,12,3,5
CC(OC(=O)CNC(=O)c1ccc(Cl)c([N+](=O)[O-])c1)C(=O)NC1CCCCC1C (stereo unspecified),/,-0.2,1.2,-5,2.7,-3.7,4,-3,-2
c1ccc(-c2nccc(-c3ccco3)n2)nc1,-1.0,0.7,-2.6,-2,-0.5,-0.6,9,2,-2
CCN(C(=O)c1cc(Cl)ccc1OC)C1CCCCC1,1.7,0.9,11,16,1.8,-2.4,3,2,-20
O=C(NCC1CCCCC1)c1cc([N+](=O)[O-])ccc1Cl,-3.0,-1.4,-1.9,3,-4.0,-3.8,-2,-4,0
CN(Cc1ccccc1)C(=O)c1ccc(NC(=O)Cc2ccc(NC(=O)C3CCN(C(=O)c4ccccc4)CC3)cc2)cc1,/,0.6,0.1,-4,-0.4,-0.7,2,1,-8
COc1ccccc1NC1CCCCC1NS(=O)(=O)c1ccccc1 (stereo unspecified),-0.6,1.0,0.2,9,-4.2,-0.9,6,1,-2
N#Cc1c(NC(=O)c2cccnc2)sc2c1CCC2,-1.6,-1.0,-0.7,-2,2.0,-0.2,15,0,-2
O=C(NCC(c1ccco1)N1CCCCC1)c1cc2c(s1)CCCC2 (stereo unspecified),-0.4,0.2,-0.1,-6,-1.6,-1.1,10,6,2

# 12 compounds already listed, sorted by SMILES length, rising:
SMILES,Mtb UGM inh,PfHsp40 rescue,BoNT-A LC inh2,BoNT F protease,BioA inh,FadD28 FP inh,GDH-TPI inh,FBA Mtb inh,Anthrax LF prot
c1ccc(-c2nccc(-c3ccco3)n2)nc1,-1.0,0.7,-2.6,-2,-0.5,-0.6,9,2,-2
N#Cc1c(NC(=O)c2cccnc2)sc2c1CCC2,-1.6,-1.0,-0.7,-2,2.0,-0.2,15,0,-2
CCN(C(=O)c1cc(Cl)ccc1OC)C1CCCCC1,1.7,0.9,11,16,1.8,-2.4,3,2,-20
CC(C)(C)n1cnc2cc(NC(=O)c3ccco3)ccc21,0.7,2.7,-1.6,-10,6.4,-7.4,-1,0,-10
COc1ccccc1NC1CCCCC1NS(=O)(=O)c1ccccc1 (stereo unspecified),-0.6,1.0,0.2,9,-4.2,-0.9,6,1,-2
O=c1c2nnn(-c3ccc(Br)cc3)c2ncn1Cc1ccccn1,-1.5,-0.3,-0.7,-3,/,-2.4,4,-2,3
O=C(NCC(c1ccco1)N1CCCCC1)c1cc2c(s1)CCCC2 (stereo unspecified),-0.4,0.2,-0.1,-6,-1.6,-1.1,10,6,2
COc1ccc(NC(=O)CSc2ccccc2)c([N+](=O)[O-])c1,0.1,1.3,-0.2,-11,/,-2.6,0,-1,-8
CC(C)c1ccc(C(=O)CC2(O)C(=O)N(CN3CCOCC3)c3ccccc32)cc1 (stereo unspecified),-1.0,0.3,0.2,3,0.8,-4.6,-9,-4,2
CCCCN(C(=O)CN1C(=O)C2CCCCC2C1=O)c1c(N)n(CCC)c(=O)[nH]c1=O (stereo unspecified),3.5,-0.5,4.9,7,-2.5,-0.2,12,3,5
CC(OC(=O)CNC(=O)c1ccc(Cl)c([N+](=O)[O-])c1)C(=O)NC1CCCCC1C (stereo unspecified),/,-0.2,1.2,-5,2.7,-3.7,4,-3,-2
CN(Cc1ccccc1)C(=O)c1ccc(NC(=O)Cc2ccc(NC(=O)C3CCN(C(=O)c4ccccc4)CC3)cc2)cc1,/,0.6,0.1,-4,-0.4,-0.7,2,1,-8

# Next compounds follow.
SMILES,Mtb UGM inh,PfHsp40 rescue,BoNT-A LC inh2,BoNT F protease,BioA inh,FadD28 FP inh,GDH-TPI inh,FBA Mtb inh,Anthrax LF prot
COc1cc(NC(=S)Nc2cccc(C)n2)cc(OC)c1OC,-1.4,1.1,-0.7,-3,/,-1.3,1,0,1
Cc1cc(C)c(S(=O)(=O)c2cc(F)ccc2C)c(Cl)n1,0.4,-1.1,-2.8,-32,2.4,-4.3,13,5,-9
CCOc1ccc(C(=O)NCCc2ccc3c(c2)OCCO3)cc1,0.8,-0.3,-0.5,-2,/,-0.5,6,2,-3
CCn1c(SCC(=O)NNC(=S)Nc2ccc(C)cc2)nnc1-c1ccc(Cl)cc1,-0.2,5.9,0.3,-1,-0.9,-3.5,-9,0,-1
COc1ccc(NC(=O)CSCC(=O)NCCc2ccccn2)cc1,2.1,-2.0,-1.8,-2,/,-3.4,-1,-3,-6
O=C(Cc1ccc(-n2c(=O)c3sccc3n(Cc3ccc(F)cc3)c2=O)cc1)NCc1ccco1,3.1,-1.6,-0.5,-5,-1.6,-0.2,6,5,-1
COc1ccc(CNC(=O)COC(=O)c2cncc(Br)c2)cc1,-2.3,2.8,16,3,-0.3,-3.3,12,3,10
O=C(COc1ccccc1)Nc1ccc([N+](=O)[O-])cc1,-3.9,-1.0,1.4,11,1.2,-5.2,19,-3,4
CC(=O)Nc1ccc(C(=O)OCC(=O)N(c2ccccc2)C2CCCCC2)cc1,-0.9,2.7,-0.1,-2,-0.3,-8.0,3,-4,2
CSc1ccccc1NC(=O)CN(C)C(=O)c1ccc2c(c1)OCCO2,-2.1,1.1,0.1,3,0.0,-1.7,1,0,-1
O=C(COc1ccccc1)N1CCN(S(=O)(=O)Cc2ccccc2)CC1,0.1,0.7,-0.1,-19,-0.8,-0.2,4,1,-2
O=C(NNC(=O)c1ccccc1-n1cccc1)c1cccnc1,/,/,-0.4,-7,-0.8,0.9,14,-1,-1
COC(=O)C1C(=O)c2c([nH]c(C(=O)OCCSC)c2C)CC1C (stereo unspecified),-0.8,-0.4,-0.6,-4,2.4,-1.2,6,1,1
Cc1ccc(NC(=O)/C(C#N)=C/c2ccc(C)s2)c(C)c1,13*,2.4,0.7,10,-6.0,3.3,25,3,2
CCN(c1cccc(C)c1)C(C(=O)Nc1ccc(OC)cc1)c1cc2c(cc1[N+](=O)[O-])OCO2 (stereo unspecified),1.2,-1.0,0.8,2,0.4,-3.6,2,0,2
COCCNC(=O)COC(=O)c1nsc(Cl)c1Cl,-0.1,-0.5,0.0,8,/,-2.6,-8,-3,-2
Cc1ccc(C(=O)Nc2ccccc2SCC2CSc3nc4ccccc4c(=O)n32)cc1 (stereo unspecified),0.4,0.3,-0.3,-1,1.6,-4.8,-2,-1,-1
CC1CCCCC1NC(=O)CSc1nnc(-c2ccco2)n1N (stereo unspecified),/,/,0.0,0,0.2,-2.8,0,0,6
CCOc1ccc(S(=O)(=O)N2CCC(C(=O)N3CCOCC3)CC2)cc1C,0.5,-1.1,-3.0,-10,-6.8,-1.4,2,-1,7
CCCS(=O)(=O)N1CCC(C(=O)Oc2ccc(OC)cc2)CC1,0.3,0.6,-17,-96,-1.0,-1.4,-3,2,-13
Cc1ccc(S(=O)(=O)NCc2ccccc2)cc1C(=O)N1CCN(S(=O)(=O)c2ccccc2)CC1,/,-0.9,-0.5,-13,-0.4,-2.5,-1,-2,-2
CCOC(=O)C1=CCN(S(=O)(=O)c2ccc(C)cc2)C1c1ccc(C(C)C)cc1 (stereo unspecified),/,/,-0.5,0,7.1,-3.3,/,-3,2
Cc1c(NC(=O)c2ccc(Cl)nc2)cccc1-c1nc2cccnc2s1,-1.5,1.6,-2.2,-5,/,-2.0,13,4,-8
Cc1cc(C)cc(-n2nnc(C(=O)NCc3ccco3)c2N)c1,0.1,-0.1,-1.3,-9,-0.6,0.5,-5,-3,-8
O=C(COC(=O)CCNS(=O)(=O)c1ccccc1)NNC(=O)c1ccccc1,-1.4,0.4,4.7,-2,-0.7,-0.7,1,-2,4
CCN(CC)CCNC(=O)c1cn(C)c2ccc(S(=O)(=O)N(C)C3CCCCC3)cc2c1=O,-6.6,-1.9,0.1,-4,2.0,2.1,1,4,3
CCN(CC)S(=O)(=O)c1ccc(NC(=O)COc2cccc(-n3cnnn3)c2)cc1,1.7,1.4,0.1,-9,-3.0,-3.4,1,-2,-3
O=[N+]([O-])c1ccc(C=NNC(=S)NN=Cc2ccc([N+](=O)[O-])cc2)cc1,/,-0.4,0.4,0,1.1,-0.9,31*,-1,8
CCC(Sc1ccc2nnc(-c3ccc(F)cc3)n2n1)C(=O)OC (stereo unspecified),1.5,-0.7,0.5,7,3.4,-1.3,12,6,-3
Cc1cc(C)nc(-n2c(C)nc3cc(Cl)ccc3c2=O)c1,-0.2,1.1,0.0,-4,-1.4,-0.4,-6,-2,-4
COc1cccc(-c2nnc(-c3ccc(C(F)(F)F)cc3)o2)c1,0.8,0.5,0.9,2,-0.7,-0.8,3,1,-12
CC(Sc1nnc(COc2ccc([N+](=O)[O-])cc2)n1-c1ccccc1)C(=O)O (stereo unspecified),0.3,0.0,0.0,-10,1.9,-3.9,3,-3,1
O=c1c2ccccc2nc(SCc2ccc([N+](=O)[O-])cc2)n1CCCO,-1.5,-1.8,2.7,13,-1.1,-0.8,19,3,-1
